Bioassay records deposited in PubChem by National Center for Advancing Translational Sciences (NCATS).
POLI inh: qHTS for Inhibitors of Polymerase Iota; hit rate 1% among 390,000; Pol iota fluorescent replication assay, 10 min; DNA polymerase iota (Homo sapiens), Q9UNA4; Potency, µM (top dose mostly 115 µM), without a hit: at the top dose activity, negative = inhibition, usual class: inhibitors
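Pol iota at 10 nM preincubated 15 min with compounds at room temperature; reaction started with fluorescent substrate, 50 nM final. Fluorescence read kinetically at 0 and 10 min; buffer-only wells as negative control.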
G9a block: qHTS Assay for Inhibitors of Histone Lysine Methyltransferase G9a; hit rate 8.8% among 350,000; Histone-lysine N-methyltransferase EHMT2 (Homo sapiens), Q96KQ7; AID 504332, 2011; G9a H3K9 monomethylation, AlphaScreen, 2 h; Potency, µM (doses to about 102 µM), inactives show top-dose activity, negative = inhibition, hits mostly inhibitors; also: % is scaled to controls: 0 for no effect and ±100 for the full control effect; nearly all actives have a fitted effect of over 75% in size
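G9a (20 nM) was preincubated 15 min with compound, then reacted 2 h at room temperature with 500 nM biotin-H3K9 peptide and 20 µM SAM. Monomethyl-H3K9 detected by AlphaScreen using anti-H3K9me1 antibody.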
BAZ2B block: qHTS Assay for Inhibitors of BAZ2B. Bromodomain adjacent to zinc finger domain protein 2B (Homo sapiens), Q9UIF8. AlphaScreen BAZ2B-H3K14Ac peptide displacement. Potency, µM (highest dose often 114 µM), for the others: top-dose activity change, negative = inhibition, most hits filed as inhibitors. hit rate 4.4% among 360,000. AID 504333, 2011; also: % is scaled to controls: 0 for no effect and ±100 for the full control effect; nearly all actives have a fitted effect of over 60% in size
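Compounds, titrated to a top concentration of 110 uM, were incubated 30 min at room temperature with preformed BAZ2B/acetyl-K14 H3 peptide complex (50 nM each). Proximity signal was measured by AlphaScreen after 20 min with beads.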
BLM inh: qHTS Assay for Inhibitors of Bloom's syndrome helicase (BLM). AID 2528, 2010. Potency, µM (titrated, usually from 56.1 µM), inactives show at the top dose activity change, negative = inhibition, usual class: inhibitors. recombinant BLM DNA unwinding, fluorescence dequenching. hit rate 0.2% among 350,000. RecQ-like DNA helicase BLM (Homo sapiens), P54132;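 also: plate controls were vehicle for no effect and no enzyme for full effect; nearly all actives have a fitted effect of over 35% in size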
JMJD2A Tudor: qHTS Assay for Inhibitors of JMJD2A-Tudor Domain. hit rate 4.4% among 390,000. Potency, µM (doses to about 114 µM), without a hit: top-dose activity change, negative = inhibition, most hits filed as inhibitors. Lysine-specific demethylase 4A (Homo sapiens), O75164. AlphaScreen JMJD2A-Tudor / H3K4me3 peptide binding. AID 504339, 2011; also: % is scaled to controls: 0 for no effect and ±100 for the full control effect; nearly all actives have a fitted effect of over 50% in size
Target sequence (O75164 whole entry, looked up, the tested form may be a part): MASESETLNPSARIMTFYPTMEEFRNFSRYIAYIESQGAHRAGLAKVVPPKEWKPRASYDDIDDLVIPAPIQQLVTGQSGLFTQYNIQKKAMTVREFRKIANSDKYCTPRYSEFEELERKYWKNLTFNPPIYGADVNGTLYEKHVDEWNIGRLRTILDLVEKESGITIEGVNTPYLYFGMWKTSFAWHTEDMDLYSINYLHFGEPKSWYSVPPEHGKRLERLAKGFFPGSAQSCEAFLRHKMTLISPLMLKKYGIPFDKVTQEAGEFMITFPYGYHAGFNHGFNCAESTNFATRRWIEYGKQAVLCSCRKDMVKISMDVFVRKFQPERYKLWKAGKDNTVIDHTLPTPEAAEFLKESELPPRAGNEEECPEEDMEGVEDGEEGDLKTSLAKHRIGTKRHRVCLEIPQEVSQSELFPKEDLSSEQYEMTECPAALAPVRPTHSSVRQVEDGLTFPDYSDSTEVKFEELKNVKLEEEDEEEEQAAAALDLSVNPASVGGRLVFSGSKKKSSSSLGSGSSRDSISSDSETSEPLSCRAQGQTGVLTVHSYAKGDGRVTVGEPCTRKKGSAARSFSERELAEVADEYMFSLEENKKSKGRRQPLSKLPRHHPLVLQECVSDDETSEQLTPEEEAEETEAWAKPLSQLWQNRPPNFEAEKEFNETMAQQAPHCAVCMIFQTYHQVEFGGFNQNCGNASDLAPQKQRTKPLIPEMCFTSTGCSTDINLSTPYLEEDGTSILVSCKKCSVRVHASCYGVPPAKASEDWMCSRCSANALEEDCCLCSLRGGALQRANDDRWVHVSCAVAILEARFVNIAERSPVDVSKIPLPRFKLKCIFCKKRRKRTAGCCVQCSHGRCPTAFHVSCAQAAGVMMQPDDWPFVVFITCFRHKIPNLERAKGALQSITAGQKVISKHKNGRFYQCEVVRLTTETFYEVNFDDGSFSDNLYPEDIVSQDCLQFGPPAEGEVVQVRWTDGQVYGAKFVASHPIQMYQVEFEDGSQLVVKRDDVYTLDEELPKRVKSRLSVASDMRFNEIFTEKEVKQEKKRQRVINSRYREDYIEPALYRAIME
Pol kappa inh: qHTS for Inhibitors of Polymerase Kappa | purified Pol kappa, fluorescent DNA synthesis assay, 10 min | AID 588579, 2011 | Potency, µM (doses to about 107 µM), without a hit: at the top dose activity, negative = inhibition, usual class: inhibitors | DNA polymerase kappa (Homo sapiens), Q9UBT6 | hit rate 0.53% among 400,000; also: % is scaled to controls: 0 for no effect and ±100 for the full control effect
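Enzyme at 10 nM met test compounds for 15 min at room temperature. Substrate addition (50 nM final) began the reaction, which was monitored by fluorescence at 0 and 10 min.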
APE1 inh: qHTS Assay for Inhibitors of the Human Apurinic/apyrimidinic Endonuclease 1 (APE1); DNA repair nuclease/redox regulator APEX1 (Homo sapiens), P27695; recombinant APE1, TAMRA/BHQ-2 abasic DNA cleavage fluorescence; Potency, µM (top dose mostly 65.8 µM), for the others: top-dose activity change, negative = inhibition, most hits filed as inhibitors; hit rate 0.35% among 350,000; AID 2517, 2012;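 also: plate controls were vehicle for no effect and reference inhibitor for full effect; nearly all actives have a fitted effect of over 55% in size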
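Substrate: short duplex with […] THF abasic site, 5'-TAMRA and 3'-BHQ-2, 50 nM final. APE1 at 0.75 nM, preincubated 15 min RT with compound. Fluorescence increase from first to third read measured activity.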
POLB inh: qHTS Assay for Inhibitors of DNA Polymerase Beta; Potency, µM (top dose mostly 114 µM), inactives show at the top dose activity change, negative = inhibition, hits mostly inhibitors; AID 485314, 2010; Pol beta primer extension/strand displacement, fluorescence kinetic; hit rate 1.3% among 340,000; P06746; also: % is scaled to controls: 0 for no effect and ±100 for the full control effect
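Pol beta (10 nM) was preincubated with compound for 15 min at room temperature. The reaction was then started with 50 nM substrate and read immediately and after a further 10 min at room temperature.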
POLH inh: qHTS for Inhibitors of Polymerase Eta; DNA polymerase eta (Homo sapiens), Q9Y253; recombinant Pol eta, fluorescent DNA replication assay; Potency, µM (highest dose often 114 µM), inactives show at the highest dose activity change, negative = inhibition, usual class: inhibitors; hit rate 1.2% among 390,000; AID 588591, 2011; also: % is scaled to controls: 0 for no effect and ±100 for the full control effect
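Pol eta at 10 nM preincubated with compounds 15 min at room temperature; reaction started with fluorescent substrate (50 nM final) and read kinetically at 0 and 10 min.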
* hit, by the source's call; ? = inconclusive; / = not tested or not shown; & = joins results of further samples; [ ] = another dose, or the depositor's remark. Calls follow the shape of the dose curve; as a rule, active = well fitted curve in the direction sought with a large enough effect; inconclusive = small, poorly fitted or top-dose-only effect, or another doubt; inactive = no such curve, though single readings can be large; an effect the other way counts as inactive or inconclusive. Potency is read from the fitted curve at half-maximal effect. This is a subset; the hit share may differ from the screen's.

POLI inh | G9a block | BAZ2B block | BLM inh | JMJD2A Tudor | Pol kappa inh | APE1 inh | POLB inh | POLH inh | Compound
4.8%&-2.2%[58.9 µM] | 25.0%&18.2%[12.7 µM] | / | -12.7% | / | -12.2%[60.1 µM] | -2.0%&1.7%&-3.9% | 13.7%&5.4%[57.1 µM] | 0.4%&-1.3%[57.1 µM] | OCCN1CCN(CCCN2c3ccccc3C=Cc3ccccc32)CC1
7.2% | ? | 11.3% | -2.5% | 10µM* | -1.3% | 14.9% | -18.1% | -5.1% | O=C(NNS(=O)(=O)c1ccccc1)c1ccncc1
-6.4% | 20.2%[59 µM] | 2.8% | -6.4% | -3.8%[11.4 µM] | -6.5% | -0.4% | 16.5% | 5.5% | CCOC(=O)C(NC(=O)CC)(Nc1ccc(S(=O)(=O)Nc2onc(C)c2C)cc1)C(F)(F)F (stereo not given)
? | -27.3%[59 µM] | -1.4% | -7.4% | -11.7% | -5.0% | / | ? | -0.1% | COc1ccc(-n2nnc(-c3nsc(NC(=O)c4ccc(C)c(C)c4)n3)c2C)cc1Cl
8.2% | 12.1% | 2.2% | 0.5% | -11.9% | -18.3% | -1.3% | -0.1% | 2.2% | COc1cccc(-c2c(NC(=O)c3ccco3)n(-c3ccc(C)cc3)nc(C)c2=O)c1
23.6% | 40.3%[activator][12.7 µM] | 4.9% | / | -4.5% | -0.5% | 30.2% | / | -19.4% | O=C(NCCCN1CCCC1=O)c1cccc(S(=O)(=O)Nc2ccccc2Cl)c1
/ | ? | / | -13.4% | / | ? | -9.9% | / | / | COC(=O)C1=C(C)NC(C)=C(C(=O)OCCNCc2ccccc2)C1c1cccc([N+](=O)[O-])c1 (stereo not given)
53.4%[activator] | ? | -19.1% | / | -6.2% | -16.1% | 20.9% | / | 0.4% | O=C(COC(=O)c1cncc(Br)c1)NCC12CC3CC(CC(C3)C1)C2
-14.4% | -29.7%[59 µM] | -5.9% | -7.8% | 4.5% | -28.3% | 18.9% | 6.4% | -2.5% | CCOc1cc(C(=O)Nc2ccc3c4c(cccc24)C(=O)N3CC)cc(OCC)c1OCC
16.5% | -39.0%[59 µM] | ? | -4.8% | -16.2% | -8.1% | -7.6% | 4.1% | -0.8% | CNc1nc2[nH]c(=O)c3c(c2s1)OC(N)=C(C#N)C3c1cccc(F)c1 (stereo not given)
-7.9% | -2.6%[59 µM] | 18.9% | -2.6% | -15.1% | 3.2% | -1.5% | 3.2% | -16.4% | Cc1ccc(NC(=O)CN(C)Cc2nc3ccccc3c(=O)[nH]2)c(Br)c1
114.0%[activator] | / | -2.6% | 1.5% | -13.2% | -15.5% | 8.0% | -19.4% | 1.2% | CCCCN(C)CCCNC(=O)c1cn(CC)c2ccc(S(=O)(=O)N3CCOCC3)cc2c1=O
-12.2% | 19.3% | 2.8% | 0.3% | -2.1% | -5.3% | 12.7% | 32.1% | -6.9% | NC(=O)Cc1ccc(C(=O)c2ccc(Cl)cc2)s1
29.2% | 9.5%[59 µM] | 7.8% | 3.9% | -24.5% | -5.4% | -2.3% | -0.3% | -8.5% | CCOC(=O)Cc1csc(/N=C/c2c(O)n(-c3ccc(C)cc3C)c(=O)c3ccccc23)n1
34.3%[activator] | 4.3%[59 µM] | -4.3% | 0.1% | -6.9% | 12.9% | -1.8% | -17.4% | -10.8% | CC(Sc1nnc(NC(=O)c2cc3ccccc3oc2=O)s1)c1ccccc1 (stereo not given)
75.2%[activator] | / | 0.7% | -1.9% | -29.7% | -16.5% | -2.7% | -21.6% | -4.9% | Cc1onc(-c2ccccc2)c1C(=O)NC(=S)NNC(=O)c1ccco1
64.5%[activator] | 16.6% | 0.0% | -6.7% | 48.6%[activator] | -22.2% | -1.8% | -6.6% | -24.8% | CCOC(=O)C1CCN(c2nc(-c3ccc(C)cc3)nc3ccccc23)CC1
? | 14.1% | -4.8% | -1.8% | -4.7% | -11.9% | 32.5% | 0.0% | ? | CSc1cccc(CN2CCC(CCC(=O)NC3CC3)CC2)c1
44.5%[activator] | 50.1µM* | ? | 0.6% | -88.9% | 0.2% | 22.1% | 19.2% | -14.7% | CCc1ccccc1OCCCN1CCCC1
33.5%[activator] | -15.0% | -21.5% | -11.0% | -2.8% | 6.0% | 3.7% | -17.3% | -8.4% | COc1ccc(CNC(=O)CCNS(=O)(=O)c2ccc(Cl)cc2)cc1
-13.8% | 44.7µM* | -17.1% | 1.6% | -21.0% | -19.4% | 27.4% | 9.4% | -0.3% | O=C(NC(=S)Nc1ccc(Cl)c(C(=O)O)c1)c1cncc(Br)c1
33.5%[activator] | 15.8µM* | 50.1µM* | -5.3% | 1.12µM* | -5.0% | 1.0% | 3.6% | 0.8% | C/C=C/c1ccc(OCCCNC)c(OC)c1
-3.9% | ? | -0.3% | / | -12.3% | -20.8% | -2.7% | / | -16.1% | CN(Cc1ccccc1)C(=O)COC(=O)c1ccc(-n2cnnn2)cc1
? | ? | ? | -17.8% | ? | -32.2% | -4.3% | ? | -10.0% | COc1cccc(/C=N/NC(=O)c2cc(-c3cccn3C)n[nH]2)c1O
9.0% | 11.4%[59 µM] | 10.9% | -0.7% | -1.4% | -10.4% | -0.6% | 4.6% | -5.7% | COc1cc(/C=N/NC(=O)Nc2ccccc2)ccc1OCCOc1ccccc1C
-19.3% | ? | -5.8% | -12.2% | -13.1% | -6.8% | 2.1% | -3.3% | -13.3% | O=C(O)CC1C(=O)NCCN1Cc1ccc(F)c(F)c1 (stereo not given)
17.0% | -0.3%[59 µM] | -0.2% | -9.0% | -12.7% | 5.4% | -0.5% | 32.8% | -20.1% | CNC(=O)c1ncoc1-c1ccc(Cl)cc1
1.8% | 21.8%[59 µM] | -2.3% | -1.5% | -9.9% | -10.3% | 4.1% | 24.2% | -9.6% | Cc1cc(C)n(CC(=O)N2N=C(C(F)F)CC2(O)C(F)F)n1 (stereo not given)
-16.3% | 1.6% | -4.6% | -2.0% | -4.3% | -4.7% | -1.6% | -0.7% | -8.8% | N=C1C(=O)OCC1c1ccccc1NC(=O)Nc1ccccc1 (stereo not given)
10.4% | 29.1% | -3.2% | -1.4% | -31.1% | -12.7% | 56.3%[activator] | 13.4% | -10.0% | O=C(Nc1ccc(S(=O)(=O)Nc2ccccc2)cc1)C1CC1

Reprinted from the part before: two compounds, followed by the next part.
POLI inh | G9a block | BAZ2B block | BLM inh | JMJD2A Tudor | Pol kappa inh | APE1 inh | POLB inh | POLH inh | Compound
-16.3% | 1.6% | -4.6% | -2.0% | -4.3% | -4.7% | -1.6% | -0.7% | -8.8% | N=C1C(=O)OCC1c1ccccc1NC(=O)Nc1ccccc1 (stereo not given)
10.4% | 29.1% | -3.2% | -1.4% | -31.1% | -12.7% | 56.3%[activator] | 13.4% | -10.0% | O=C(Nc1ccc(S(=O)(=O)Nc2ccccc2)cc1)C1CC1
34.9%[activator] | 0.3%[12.7 µM] | -25.7% | 19.1% | -14.5% | 0.2% | -0.3% | 20.1% | -16.5% | CN1CCc2c(sc3c2C(=O)NC(c2ccc4c(c2)OCO4)N3)C1 (stereo not given)
26.3% | 58.6%[activator] | ? | -1.5% | -34.1% | -1.4% | 59.4%[activator] | 9.0% | -14.1% | CCN(Cc1ccccc1)S(=O)(=O)c1ccc(C(=O)Nc2nnc(C)o2)cc1
-13.7% | -5.6%[59 µM] | 0.3% | 0.8% | -6.7% | -5.4%[60.1 µM] | / | 8.5% | 4.0% | COCCCNC(=O)c1nn(-c2ccc(C)cc2)c(=O)n(C)c1=O
8.5% | ? | -28.2% | -5.2% | -10.2% | -1.8% | 0.3% | 1.5% | -1.7% | Cc1cc(C)nc(SCC(=O)Nc2ncc(Cc3ccc(Cl)c(Cl)c3)s2)n1
100.3%[activator] | -8.9% | -2.1% | -5.1% | 3.4% | -6.8% | -5.6% | 5.7% | -13.7% | CC(C)OCCCNC(=O)c1ccc(C2SCC(=O)N2Cc2ccco2)cc1 (stereo not given)
52.1%[activator] | 6.9%[59 µM] | -1.4% | -0.1% | -11.9% | 7.1% | / | 21.7% | -29.2% | CCOc1ccc(Nc2nn(-c3ccc(OC(F)(F)F)cc3)nc2C(C)=O)cc1
88.6%[activator] | ? | -17.8% | -8.8% | -11.4% | -1.2% | 3.3% | -21.9% | -4.9% | Cc1nc(NC(=O)COC(=O)c2ccc(S(=O)(=O)N3CCc4ccccc4C3)cc2)c(Cl)cc1Cl
? | -32.1%[12.7 µM] | -29.8% | -4.1% | -10.4% | ? | -2.2% | 35.7% | 8.1% | Cc1ccc(C)n1-c1ccc(-n2cnnn2)cc1
9.8% | 26.0%[59 µM] | 5.6% | -3.3% | 7.7% | -8.2% | 4.3% | -12.7% | -17.6% | CCc1c(C)sc2nc(C(C)C)nc(SCC(=O)N3CCc4ccccc4C3)c12
17.0% | 23.1%[59 µM] | 1.1% | -2.0% | 2.0% | 5.0% | / | -3.9% | / | CCC(Oc1ccccc1)C(=O)Nc1ccc(O)c(-c2nc3cc(C)ccc3o2)c1 (stereo not given)
16.5% | 88.6%[activator][59 µM] | 10.8% | -13.7% | 55.6%[activator] | -1.8% | -22.7% | -6.9% | -28.3% | CCOC(=O)CC1(NC(=O)c2cc(COc3cccc(OC)c3)on2)CCCCC1
-10.3% | ? | 5.3% | 4.2% | -11.6% | -13.9% | 11.4% | 18.5% | -17.8% | COc1ccc(N2C(=O)/C(=C/c3cccnc3)NC2=S)cc1
